High-throughput results (PubChem BioAssay)
12-LOX inh – blocks human arachidonate 12S-lipoxygenase | P18054 | purified 12hLO, xylenol orange hydroperoxide absorbance | Potency, µM (series often up to 108 µM), for the others: top-dose activity change, negative = inhibition, hits mostly inhibitors | hit rate 1.1% among 580,000; active = well fitted inhibition curve with a large enough effect; inconclusive = small, poorly fitted or top-dose-only effect, or another doubt; inactive = no such curve, though single readings can be large or run the other way
Target sequence (P18054 whole entry, looked up): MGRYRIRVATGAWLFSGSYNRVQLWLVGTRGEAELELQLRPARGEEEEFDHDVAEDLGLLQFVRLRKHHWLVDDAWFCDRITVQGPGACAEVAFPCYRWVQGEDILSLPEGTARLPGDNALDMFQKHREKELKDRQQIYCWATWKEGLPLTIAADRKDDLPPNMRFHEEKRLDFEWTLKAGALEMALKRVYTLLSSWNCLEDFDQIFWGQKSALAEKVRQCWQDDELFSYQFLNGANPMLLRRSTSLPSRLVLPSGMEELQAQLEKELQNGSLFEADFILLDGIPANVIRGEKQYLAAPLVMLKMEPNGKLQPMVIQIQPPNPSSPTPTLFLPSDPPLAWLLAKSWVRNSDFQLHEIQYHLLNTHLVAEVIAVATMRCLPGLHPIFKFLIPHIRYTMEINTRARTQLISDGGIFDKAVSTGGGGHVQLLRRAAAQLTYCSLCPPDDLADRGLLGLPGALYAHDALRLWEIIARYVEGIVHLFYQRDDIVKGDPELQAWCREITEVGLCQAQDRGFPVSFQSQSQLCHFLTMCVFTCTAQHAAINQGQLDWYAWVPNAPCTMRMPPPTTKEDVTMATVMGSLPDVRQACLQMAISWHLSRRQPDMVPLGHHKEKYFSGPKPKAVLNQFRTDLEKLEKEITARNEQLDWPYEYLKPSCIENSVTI
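Hydroperoxide product was detected by ferrous iron/xylenol orange as the 573 to 405 nm absorbance ratio. Arachidonic acid at 40 uM (final) was turned over for 30 min at room temperature by 150 nM human 12hLO, pH 7.0 Hepes buffer, after 15 min compound preincubation.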
Starred values were filed as active, the others as inactive; ? = inconclusive; [ ] = remark or other dose. % is scaled to controls: 0 for no effect and ±100 for the full control effect; potency is read from the fitted curve at half-maximal effect. Not all compounds are listed, so the mix of outcomes need not match the whole.

12-LOX inh	mol
37.6%[activator]	CCOc1ccc(CCNC(=O)Cn2cccc2-c2nc(-c3ccccc3)no2)cc1OCC
25.5%	Cc1cc(N2CCCC(Cn3cc(Cc4ccccc4)nn3)C2)nc(N)n1 (stereo not drawn)
-7.9%	CCn1ccc2cc(C(=O)N3CCC(=O)N(CC4CC4)C(C(C)C)C3)ccc21 (stereo not drawn)
50.6%[activator]	CC(C)NC(=O)c1ccccc1OCC1CCCN(Cc2ccc(Br)o2)C1 (stereo not drawn)
3.0%	O=c1c2c(nc3cc(-c4ccccc4)[nH]n13)CCN(S(=O)(=O)c1ccccc1Cl)C2
-0.5%	C[C@@H]1ON(C)[C@H]2C[C@H]3c4[nH]c5cccc(Br)c5c4CCN3C(=O)[C@@H]12
-6.9%	O=C(O)/C=C/C(=O)Nc1ccccc1C(F)(F)F
27.7%	O=C(NCC1CCN(c2cc(-c3ccc(Cl)cc3)[nH]n2)CC1)c1ccc(=O)[nH]c1
?	O=C(CC1(C(=O)O)CCCCC1)Nc1ccccc1CO
8.5%	COc1ccc(CN2C=C(C(=O)OCc3nc(-c4cccc(C)c4)no3)C(C)=NS2(=O)=O)cc1
17.1%	CCc1ccccc1S(=O)(=O)N1C[C@@H]2C(=O)N(C(CC)c3cccs3)C(=O)[C@@H]2C1 (stereo partly drawn)
20.2%	CCOc1ccc2c(n1)CCN(C(=O)c1cccc(OC)c1)C2
12.2%	COc1ccccc1-c1nnc(SC(C(=O)N2CCCC2)c2ccccc2)n1C (stereo not drawn)
?	CCCCn1nc(C(=O)Nc2ccc(OCC(=O)NCC)cc2)c2ccccc2c1=O
23.0%	CC(C)N(Cc1cnn(C)c1)S(=O)(=O)c1ccc(Cl)cc1
25.5%	O=C1CCCCC(C(=O)NCCCN2CCc3ccccc3C2)N1 (stereo not drawn)
-3.0%	CCN1C(=O)Cc2ccccc2C1C(=O)N(C)Cc1ccco1 (stereo not drawn)
24.2%	Cc1cc2nc(CSc3ccc(NC(=O)c4ccccc4C(F)(F)F)cc3)cc(=O)n2o1
-2.5%	O=C(O)CCCC(=O)c1cccs1
-2.5%	CC(C)NC(=O)N(C1CC1)C1CCOC2(CCN(C(=O)c3n[nH]c4ccccc34)CC2)C1 (stereo not drawn)

Some of these compounds in order of SMILES length, rising:
12-LOX inh	mol
?	O=C(CC1(C(=O)O)CCCCC1)Nc1ccccc1CO
25.5%	O=C1CCCCC(C(=O)NCCCN2CCc3ccccc3C2)N1 (stereo not drawn)
12.2%	COc1ccccc1-c1nnc(SC(C(=O)N2CCCC2)c2ccccc2)n1C (stereo not drawn)
-2.5%	CC(C)NC(=O)N(C1CC1)C1CCOC2(CCN(C(=O)c3n[nH]c4ccccc34)CC2)C1 (stereo not drawn)

Continued.
12-LOX inh	mol
8.5%	O=C(CC1COCCN1)N(CCc1c[nH]c2ccccc12)C1CCCCC1 (stereo not drawn)
48.4%[activator]	CN1CCc2c([nH]c3ccccc23)C12CCN(C(=O)c1cccnc1)CC2
2.2%	COc1cccc(N2C(=O)NC(=NC3CCCCC3)C23CCN(Cc2cccnc2)CC3)c1
-10.1%	O=C(O)c1ccc(C#Cc2ccccc2)cc1
10.5%	Cc1cc(C)c2oc(-c3cccc(NC(=O)C(C)C)c3C)nc2c1
12.3%	COc1cc(CC(=O)OCc2c(F)cccc2Cl)cc(OC)c1OC
1.7%	CCOc1ccc(CC(=O)N2CCC(Cc3nc(-c4ccc(F)cc4)no3)CC2)cc1
26.5%	COCC(=O)N(C[C@H]1O[C@@H](CC(=O)NC(C)C)[C@H](O)[C@@H]1O)C[C@H]1O[C@@H](CC(=O)NC(C)C)[C@H](O)[C@@H]1O
-18.3%	Cn1c(=O)c2c(ncn2CC(=O)Nc2nc3ccccc3s2)n(C)c1=O
48.6%[activator]	COCCNC(=O)[C@@H]1C[C@@H](O)CN1C1CCN(C(=O)CN2CCCCCC2)CC1
18.3%	Cc1ccc(NC(=O)N2C[C@@H](F)C[C@H]2C(=O)N2CCCCC2)cc1
-1.7%	Cc1cc(/C=C(\C#N)c2nc3ccccc3s2)cc2c1OC(C)C2 (stereo not drawn)
?	N#Cc1ccc(/C=C2\CSc3ccccc3C2=O)cc1
53.2%[activator]	Cc1ccc(C(=O)N2CCCn3ccnc3C2C(C)C)c(=O)[nH]1 (stereo not drawn)
40.4%	Cc1cccc(-c2ccc3c(c2)C(=O)N2CC[C@H](NC(=O)c4cccnc4)C[C@H]2C(=O)N3)c1C
5.5%	CC(C)(C)NC(=O)N1CC(n2cc(C(=O)NCc3ccccc3)nn2)C1
?	N=C(N)SCCN=C(N)N
3.4%[176 µM]	COc1ncccc1N1CC2(COCC(=O)N(Cc3cccc(OC(F)(F)F)c3)C2)C1
25.5%	O=C(c1cccs1)N1CCC[C@H]1c1nc(-c2ccccc2)no1
?	CCCCn1c(=O)[nH]c(=O)c2c1nc(CSc1nnnn1-c1ccc(C)cc1C)n2CC
7.7%[6.33 µM]	Cc1noc(C)c1[S+](=O)([O-])N1CCn2cc(C(=O)NCc3ccc(Cl)nc3)nc2C1
?	CN1CCN(C(=O)CC2CCCN(c3cnn(C)c(=O)c3)C2)CC1 (stereo not drawn)
89.1µM*	C[S+](=O)([O-])N1CCCC2(C1)C(=NC1CCCC1)NC(=O)N2c1cc(F)cc(F)c1 (stereo not drawn)
11.2%[6.33 µM]	O=C(C1CCCCC1)N1CCCC2(COc3ccccc3[S+](=O)([O-])N2)C1 (stereo not drawn)
9.7%	Cc1ncc2c(c1CNS(=O)(=O)N(C)C)CCN(C(=O)c1[nH]c3ccc(Cl)cc3c1C)C2
39.2%[activator]	CCC(C)NC(=O)C1CC(c2ccccc2)CN(C(=O)c2ccc(OC)cc2)C1 (stereo not drawn)
52.0%[activator]	CN1CC2(CCN(C(=O)Cc3cccc(F)c3)CC2)CC1C(=O)N1CCOCC1 (stereo not drawn)
9.6%	CCc1nc(-c2c3n(c(=O)n(Cc4ccccc4)c2=O)CCCC3)no1
34.1%	COc1cccc(NC(=O)C2CCCN(S(=O)(=O)c3cn(C)cn3)CCC(=O)NCC2)c1 (stereo not drawn)
18.3%	COc1cccc(NC(=O)CCS(=O)(=O)c2cc(-c3cc(C)no3)ccc2OC)c1
12.2%	COc1ccc(OC)c(C2C=C(C(=O)O)Nc3c(C(=O)Nc4ccccc4OC)cnn32)c1 (stereo not drawn)
-26.3%	CCOC(=O)c1ccc2[nH]c(CSCC(=O)Nc3cccc(C(F)(F)F)c3)cc(=O)c2c1
-0.3%	Cc1cc2c(cc1C(=O)N1C[C@@H](CN(C)CCO)[C@@H](CO)C1)OCCO2
?	Cn1nc(C(C)(C)C)cc1NC(=O)c1ccccc1
?	COc1ccc(C(=O)Nc2c(NCc3ccccc3)c3ccccc3oc2=O)cc1
-43.3%	CC(=O)c1cccc(NC(=O)C(Sc2ccc(C(F)(F)F)cn2)c2ccccc2)c1 (stereo not drawn)
?	CC(C)c1ccc(CN2CCc3c(n(Cc4ccccc4)n(-c4ccccc4)c3=O)C2)cc1
23.2%	O=C(CCn1cnc2ccccc2c1=O)N1CCCC(Nc2ccccc2)C1 (stereo not drawn)
-59.5%	CC(=O)c1c(Nc2ccc(Cl)cc2)oc(C)cc1=O
?	Cc1ccc(OCc2nc(C3CCN(C(=O)NCc4ccc(F)cc4)CC3)no2)cc1

5 compounds drawn at random from those above, as already listed:
12-LOX inh	mol
?	Cc1ccc(OCc2nc(C3CCN(C(=O)NCc4ccc(F)cc4)CC3)no2)cc1
-26.3%	CCOC(=O)c1ccc2[nH]c(CSCC(=O)Nc3cccc(C(F)(F)F)c3)cc(=O)c2c1
52.0%[activator]	CN1CC2(CCN(C(=O)Cc3cccc(F)c3)CC2)CC1C(=O)N1CCOCC1 (stereo not drawn)
?	COc1ccc(C(=O)Nc2c(NCc3ccccc3)c3ccccc3oc2=O)cc1
?	CC(C)c1ccc(CN2CCc3c(n(Cc4ccccc4)n(-c4ccccc4)c3=O)C2)cc1

More compounds
12-LOX inh	mol
48.4%[activator]	O=[S+]1([O-])NCC2(CCN(CC3CCNCC3)C2)Nc2ccccc21 (stereo not drawn)
5.3%[12.5 µM]	O=C1Nc2ccccc2CC12CCCN2C1COC1 (stereo not drawn)
12.6%	CC1(C)Cc2sc3c(=O)n(Cc4c(Cl)cccc4Cl)cnc3c2CO1
15.0%	COC(=O)c1ccccc1NC(=O)N1CCC[C@@H](O)[C@H](NC(=O)c2ccc(OCc3c(C)noc3C)cc2)C1
?	O=C(Cc1c[nH]c2ncc(-c3cccc(O)c3)cc12)N1CCOCC1
?	Cc1noc(CS(=O)(=O)Cc2ccccc2C)n1
-5.5%	Cc1ccccc1NS(=O)(=O)c1cnc(N)nc1
75.4%[activator][176 µM]	O=C1Cc2c(-c3ccc4ccccc4c3)n[nH]c2CN1CCc1ccncc1
1.7%	O=C(Cc1csc(-c2cccs2)n1)Oc1ccc(Cl)c2ccccc12
?	O=C(NCC1(COc2cccnc2)C[C@@H](O)[C@@H](O)C1)C1CC1 (stereo partly drawn)
7.5%	CCN(C)C(=O)CCc1c(C)nn(-c2cccc(C)c2)c1Oc1ccc(F)cc1F
17.9%	O=C(OCc1ccc(Cl)cc1Cl)C1CCC1
9.3%	CC(C)NC(=O)c1cn(C2CCCN(C(=O)c3cc4ccccc4oc3=O)C2)nn1 (stereo not drawn)
-26.5%	Cc1cccc(CNc2ncnc3ccc(-c4ccc(C(=O)N(C)C)cc4)cc23)c1
6.1%	CCCCSCC(=O)NC12CC3CC(CC(C3)C1)C2
8.8%	Cc1ccccc1CC(=O)Nc1ccccc1SCc1ccsc1
?	Cc1cn2nc(C(=O)N3CCC(C(=O)NCc4cccnc4)CC3)cc2c(=O)[nH]1
-53.9%	CN(Cc1cccs1)C(=O)c1cccc(C#N)c1
-9.6%	O=C(CSc1nnc(-c2ccncc2)n1-c1ccc(Cl)cc1)Nc1ccc2cn[nH]c2c1
29.0%	O=C1CN(C(=O)c2cncs2)CC(OCc2cccc(F)c2)CN1CCc1ccccc1 (stereo not drawn)

Copied from the list:
Entry of Cc1ccc(NC(=O)N2C[C@@H](F)C[C@H]2C(=O)N2CCCCC2)cc1 under 12-LOX inh: 18.3%
Entry of COc1cccc(N2C(=O)NC(=NC3CCCCC3)C23CCN(Cc2cccnc2)CC3)c1 under 12-LOX inh: 2.2%
Entry of Cc1cccc(CNc2ncnc3ccc(-c4ccc(C(=O)N(C)C)cc4)cc23)c1 under 12-LOX inh: -26.5%
Entry of O=C1Nc2ccccc2CC12CCCN2C1COC1 (stereo not drawn) under 12-LOX inh: 5.3%[12.5 µM]
Entry of CN(Cc1cccs1)C(=O)c1cccc(C#N)c1 under 12-LOX inh: -53.9%

Structures above that contain a COOH group:
12-LOX inh	mol
-6.9%	O=C(O)/C=C/C(=O)Nc1ccccc1C(F)(F)F
?	O=C(CC1(C(=O)O)CCCCC1)Nc1ccccc1CO
-2.5%	O=C(O)CCCC(=O)c1cccs1
-10.1%	O=C(O)c1ccc(C#Cc2ccccc2)cc1
12.2%	COc1ccc(OC)c(C2C=C(C(=O)O)Nc3c(C(=O)Nc4ccccc4OC)cnn32)c1 (stereo not drawn)

Further compounds follow.
12-LOX inh	mol
?	COCCN1C(=O)c2ccccc2C(C(=O)Nc2ccc(F)cc2)C12CCCC2 (stereo not drawn)
-7.2%	O=C(c1cc2cc(Br)ccc2o1)c1ccc(F)cc1F
1.9%	CCCCNC(=O)C[C@H]1C[C@@]2(C(=O)OC)C(=C[C@H](COCc3ccccc3)O[C@@H]2C)N(CCC2=CCCCC2)C1=O
?	Cc1oc(-c2ccccc2)nc1C(=O)Nc1ccc(F)c(C(N)=O)c1
0.5%[176 µM]	N#Cc1cccc(CN[C@H]2[C@H](O)[C@H](O)C[C@@H]2c2ccc(N3CCOCC3)nc2)c1
13.0%	N#Cc1c(N)nc2c(c1-c1ccc(Br)cc1)CCCC2
?	Cc1ccccc1-c1nccn2c(C3CN(C(=O)c4cc5ccccc5[nH]4)C3)ncc12
?	COC(=O)c1ccc(NC(=O)CC2Sc3ccccc3NC2=O)cc1 (stereo not drawn)
10.0%	O=C(c1cc(-c2ccccc2)n[nH]1)N1CCc2c(nc(-c3ccc(F)cc3)[nH]c2=O)C1
39.7%[activator]	O=C(NCCc1cccnc1)c1ccc(Cl)cc1Cl
3.6%	Cc1ccc(CN2CCc3oc(C)c(C(=O)NCCN4CCN(C)CC4)c3C2)cc1
18.9%	CCOc1ccc2c(c1)cc(C(=O)Nc1ccccc1OCC)n2C
-2.2%	COCCCNC(=O)COc1ccc2c(C)c(Cc3ccccc3)c(=O)oc2c1C
?	Cc1cc(=O)oc2cc(OCc3nc(-c4cccc(Cl)c4)no3)ccc12
?	CN(C)CCCOc1ccc(-c2cnc(N)cn2)cn1
14.2%	Cc1cccc(CC2CC(=O)N(c3ccc4ccccc4n3)C2=O)c1 (stereo not drawn)
-1.1%	CC(C)(CC(=O)O)CC(=O)N[C@H]1CO[C@H]2[C@@H]1OC[C@@H]2n1nnnc1Oc1ccc2c(c1)OCO2
5.9%[6.33 µM]	COc1cccc(N2C(=O)NC(=NC3CCCC3)C23CCCN(CC2CC2)C3)c1 (stereo not drawn)
